14-3-3 PPI – modulators of 14-3-3 gamma protein binding, primary screen, biochemical, fluorescence polarization; 0.19% of 160,000 active; FP, 14-3-3gamma / TMR-pS259-Raf peptide binding; AID 422, 2006; inhibition, % at 40 µM; in the data active = inhibition above about 30%;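 note: 0% = protein plus tracer without compound and 100% = blank with tracer alone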
Target sequence (P61981 whole entry, looked up): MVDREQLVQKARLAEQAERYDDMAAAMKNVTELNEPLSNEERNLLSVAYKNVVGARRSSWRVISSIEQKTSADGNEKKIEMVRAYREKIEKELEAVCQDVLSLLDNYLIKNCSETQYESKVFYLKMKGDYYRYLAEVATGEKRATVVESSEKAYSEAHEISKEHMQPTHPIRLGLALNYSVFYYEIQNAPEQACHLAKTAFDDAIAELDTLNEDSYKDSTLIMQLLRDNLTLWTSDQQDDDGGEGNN
Starred values were filed as active, the others as inactive; & = joins results of further samples. Only part of the results is shown. The share of hits here may be higher or lower than overall.

COc1cc2c(cc1NC(=O)COc1ccc(Cl)cc1C)oc1ccccc12
  14-3-3 PPI: -4

CCC(=O)Nc1ncc([N+](=O)[O-])s1
  14-3-3 PPI: -10

CC(=O)N1c2ccccc2NC2=C(C(=O)CC(c3ccc(C)cc3)C2)C1c1cccnc1 (stereo not drawn)
  14-3-3 PPI: 2

Fc1ccc(CSc2nnc(-c3cccs3)o2)cc1
  14-3-3 PPI: 1

Cc1cccc(OCc2n[nH]c(=S)o2)c1
  14-3-3 PPI: -3

CCOc1ccc(N2CC(=O)Nc3ccccc3S2(=O)=O)cc1
  14-3-3 PPI: 2

C=CCN(CC=C)c1nc2ccccc2nc1C(C#N)C(=O)OC(C)C (stereo not drawn)
  14-3-3 PPI: -17

CCOC(=O)c1nc(Nc2ccc(C)c(C)c2)c2ccccc2n1
  14-3-3 PPI: -6

O=C(c1ccc(N2CCCC2=O)cc1)N1CCN(c2ccccc2)CC1
  14-3-3 PPI: 11

CCc1cc2c(C)cc(=O)oc2cc1OC(C)=O
  14-3-3 PPI: 2

COc1ccc(C(=O)COC(=O)CSCc2c(C)noc2C)cc1OC
  14-3-3 PPI: 4

CCOC(=O)c1ccc(NC(=O)CN2C(=O)C3C4C=CC(C4)C3C2=O)cc1 (stereo not drawn)
  14-3-3 PPI: -4

CCCNC(=O)C(N)Cc1c[nH]c2ccccc12 (stereo not drawn)
  14-3-3 PPI: 0

COc1ccc(N2C(=O)CSC2c2ccc([N+](=O)[O-])cc2)cc1Cl (stereo not drawn)
  14-3-3 PPI: 1

CC1CCCCC1NC(=O)c1ccc(CSCc2ccccc2F)o1 (stereo not drawn)
  14-3-3 PPI: -6

CN1CCN(/C(=N\O)c2nonc2N)CC1
  14-3-3 PPI: -2

COCCNC(=O)CCn1c(=S)[nH]c2cc3c(cc2c1=O)OCO3
  14-3-3 PPI: -1

CCOC(=O)c1sc2nc(CC(=O)OC)nc(NCc3ccco3)c2c1C
  14-3-3 PPI: -33&-37

Cc1cccc(OCCCC(=O)O)c1
  14-3-3 PPI: -3

CCS(=O)(=O)N1CCC(C(=O)NCCc2ccc(C)cc2)CC1
  14-3-3 PPI: 2&-10

O=C(NCc1ccncc1)c1cccc(Cn2cc(Br)cn2)c1
  14-3-3 PPI: 10

O=C(NCc1cccnc1)C1CCCN(S(=O)(=O)c2cccc3nonc23)C1 (stereo not drawn)
  14-3-3 PPI: -5

CCCN(CCC)CCNC(=O)C1CCCN(S(=O)(=O)c2ccc3c(c2)oc(=O)n3C)C1 (stereo not drawn)
  14-3-3 PPI: 7

CCOC(=O)C1C(=O)C=C(c2cccc(OC)c2)CC1c1ccc(OC)c(OC)c1 (stereo not drawn)
  14-3-3 PPI: -7

COc1ccc(/C(O)=C2\C(=O)C(=O)N(Cc3ccncc3)C2c2ccc(F)cc2)cc1 (stereo not drawn)
  14-3-3 PPI: -8

CCC1CCCCN1C(=O)CSc1ncccc1C(=O)OC(C)C (stereo not drawn)
  14-3-3 PPI: -5

COC(=O)C1=C(C)NC2=C(C(=O)c3ccccc32)C1c1ccc(-c2ccc(C(=O)O)cc2)o1 (stereo not drawn)
  14-3-3 PPI: -21

CCn1cc(S(=O)(=O)CC(=O)Nc2ccc3c(c2)OCO3)c2ccccc21
  14-3-3 PPI: -2

Cc1cc(Br)ccc1NC(=O)CCCn1c2ccccc2c(=O)c2ccccc21
  14-3-3 PPI: -18

O=C1c2ccccc2C(=O)N1c1ccc(S(=O)(=O)N2CCN(c3ccccc3)CC2)cc1
  14-3-3 PPI: -9

Cc1cccc2cc(COC(=O)c3cccnc3)c(=O)[nH]c12
  14-3-3 PPI: -12

Cc1cccc2cc(C(c3nnnn3CC3CCCO3)N3CCCc4ccccc43)c(=O)[nH]c12 (stereo not drawn)
  14-3-3 PPI: -99

CCCn1c(CNC(=O)c2cccs2)nc2ccccc21
  14-3-3 PPI: -4

CCOc1ccc(OCC)c(NC(=O)CSCC(=O)O)c1
  14-3-3 PPI: -13

CC(C)c1ccc(S(=O)(=O)NC(C)(C)C)cc1
  14-3-3 PPI: 8

COC(=O)c1ccc(NC(=O)C2CCCN2S(=O)(=O)c2ccc(F)cc2)cc1 (stereo not drawn)
  14-3-3 PPI: 0

CCN(CC)CCn1c(=S)[nH]c2cc(C(=O)NCC3CCCO3)ccc2c1=O (stereo not drawn)
  14-3-3 PPI: -10

Brc1ccc(-c2nc(Cc3ccccc3)no2)cc1
  14-3-3 PPI: -6

COCCN(C(=O)CCC(=O)Nc1cccnc1)C(C(=O)NC1CCCCC1)c1ccccc1 (stereo not drawn)
  14-3-3 PPI: 1

CCN(CC)C(=O)c1cccc(C(=O)N(CC)CC)c1
  14-3-3 PPI: 11

The list goes on.
Compound | 14-3-3 PPI
Cc1ccc(NC(=O)c2ccccc2NC(=O)c2ccc([N+](=O)[O-])cc2)c(C(=O)c2ccccc2)c1 | -14
Cc1ccc(-c2nc3ccccn3c2Nc2ccc3c(c2)OCCO3)o1 | 0
CCN1CCN(CCCNC(=O)C(NC(=O)C2CCC(C)CC2)C(C)C)CC1 (stereo not drawn) | -1
Cc1ccc(-n2c(=O)c3ccccc3n(Cc3ccccc3C)c2=O)cc1 | 4
O=C1Nc2c(Cl)cccc2C1=Nc1ccc(Br)cc1 | -4
COc1ccc(N2C(=O)NC3CC2(C)Oc2ccc(Cl)cc23)cc1OC (stereo not drawn) | -4
Nc1ccc(Oc2cc(N)cc(Oc3ccccc3)c2)cc1 | 0
CCOc1ccc(NC(=O)CCC(=O)OC)cc1 | -2
Cc1cc(NS(=O)(=O)c2ccc(NC(=O)CCc3ccccc3)cc2)no1 | -7
O=C(Cc1ccccc1)Nc1ncc(Cc2ccc(Cl)cc2)s1 | -5
Cc1ccc(Oc2ncnc(N)c2[N+](=O)[O-])cc1 | -2
CCC(C)NC(=O)c1cc(Sc2ccc(Cl)cc2)nc2ccccc12 (stereo not drawn) | -1
CCn1c(Cc2ccccc2)nnc1SCC(=O)Nc1cc(C)on1 | -8
Cc1ccccc1NC(=O)C1(C)CC2c3ccccc3C1c1ccccc12 (stereo not drawn) | -5
O=C(O)c1ccc(N=CC=Cc2ccc([N+](=O)[O-])cc2)cc1 | -3

Looked up one by one from the list above:
Compound | 14-3-3 PPI
O=C(NCc1ccncc1)c1cccc(Cn2cc(Br)cn2)c1 | 10
Cc1cccc(OCc2n[nH]c(=S)o2)c1 | -3
C=CCN(CC=C)c1nc2ccccc2nc1C(C#N)C(=O)OC(C)C (stereo not drawn) | -17
Cc1ccc(-c2nc3ccccn3c2Nc2ccc3c(c2)OCCO3)o1 | 0
Cc1cc(NS(=O)(=O)c2ccc(NC(=O)CCc3ccccc3)cc2)no1 | -7

Carrying on.
Compound | 14-3-3 PPI
COCCN1Cc2cccc(C(=O)NC3CCCCCC3)c2C1=O | -5
COc1ccccc1NC(=O)c1cc(C(C)(C)C)oc1C | -3
COc1cc(-c2nnc(SCC(=O)c3ccccc3)o2)cc(OC)c1OC | -4&-1
Cc1onc(-c2ccccc2Cl)c1C(=O)N1CCc2ccccc21 | 0&-6
Cc1ccc(CN2C(=O)c3ccccc3NC2c2ccc3c(c2)OCO3)cc1 (stereo not drawn) | -10
Cn1nnnc1SCCNCC#Cc1ccccc1 | -2
Cc1[nH]c2c(C)cccc2c(=O)c1CN(C)C | 2
COc1ccc(C2CC(c3cccc(C)c3)n3nc(N)nc3N2)cc1 (stereo not drawn) | 0
COc1ccc(N2CCN(C(=O)c3ccc(CNc4c(N5CCOCC5)c(=O)c4=O)cc3)CC2)cc1 | 1
CN(C)CCN1C(=O)C(O)=C(C(=O)c2ccco2)C1c1ccccc1F (stereo not drawn) | 4&-3
CC(C(=O)NCc1ccccc1)N1C(=O)C2CC=C(Cl)CC2C1=O (stereo not drawn) | 5
COC(=O)c1ccc(NC(=O)C2CC=CCC2C(=O)O)cc1 (stereo not drawn) | 3
CC1CN(c2oc(-c3ccco3)nc2S(=O)(=O)c2ccccc2)CC(C)O1 (stereo not drawn) | -2
COc1ccc(NC(=O)CS(=O)CC(=O)NCc2cccc(C(F)(F)F)c2)cc1 (stereo not drawn) | 4
CC(=O)CSc1nc2c(c(=O)[nH]c(=O)n2C)n1CC(N)=O | 1
COc1ccc(NC(=O)c2[nH]ncc2[N+](=O)[O-])cc1 | -3
COC(=O)C1C(=O)CC(C)(O)C(C(=O)OC)C1c1cccc([N+](=O)[O-])c1 (stereo not drawn) | 7
COc1ccccc1CNC(=O)COC(=O)c1ccc(S(=O)(=O)N2CCCC2)cc1 | -3
CCOC(=O)C(=O)Nc1cc2oc3ccccc3c2cc1OC | -10
Cc1cc(OCc2nc(-c3nonc3N)no2)cc(C)c1Cl | -8
Cc1c(C)n(C)c2ccc(C(=O)NCc3ccccn3)cc12 | -12
CCOC(=O)c1c(NC(=O)c2cccc(F)c2)sc(C(=O)Nc2ccc(C)cc2C)c1C | -6
CCN1C(=O)N(CC)C2C1N(CO)C(=O)N2CO (stereo not drawn) | -3
COC(=O)c1cc2nc(-c3ccc(OC)c(OC)c3)cc(C(F)(F)F)n2n1 | 5
COc1ccc(N2CCN(C(=O)c3ccc4c(=O)n(CC5CCCO5)c(=O)[nH]c4c3)CC2)cc1 (stereo not drawn) | -6
Cc1ccc(S(=O)(=O)NCCOc2ccccc2)cc1[N+](=O)[O-] | -6
O=S(=O)(c1ccc(I)cc1)N1CCCCC1 | -2
O=C(COc1ccccc1)N1CCN(S(=O)(=O)c2ccc(Cl)cc2)CC1 | -3
N#Cc1nc(COc2ccccc2F)oc1NCc1ccc(F)cc1 | -2
Cn1nnnc1SCC(=O)NCC(=O)c1ccccc1 | -2

Part of the list above, with values ahead of the structure.
14-3-3 PPI	SMILES
-3	COc1ccc(NC(=O)c2[nH]ncc2[N+](=O)[O-])cc1
7	COC(=O)C1C(=O)CC(C)(O)C(C(=O)OC)C1c1cccc([N+](=O)[O-])c1 (stereo not drawn)
-3	COc1ccccc1CNC(=O)COC(=O)c1ccc(S(=O)(=O)N2CCCC2)cc1
-10	CCOC(=O)C(=O)Nc1cc2oc3ccccc3c2cc1OC

Next part:
Compound | 14-3-3 PPI
C=CCOc1cccc(C2c3c(oc4ccccc4c3=O)C(=O)N2c2ccccn2)c1 (stereo not drawn) | 3
CN(CCNC(=O)c1cnn2c(C(F)(F)F)cc(-c3ccccc3)nc12)Cc1ccccc1 | -41
CCOc1ccc(NC(=O)CSc2nc3cccnc3n2CC)cc1 | -33
CC(NC(=O)CN1N=C(c2ccc(Cl)cc2)CCC1=O)c1ccccc1 (stereo not drawn) | -3
CCOC(=O)C1CCN(c2c(-c3ccccc3)c3cc(Cl)ccc3[nH]c2=O)CC1 | -13
CCc1nc(NCCN2CCOCC2)c(C#N)c2c1CCCC2 | 3&8
CCCC(=O)NCCc1c2n(c3ccc(OC)cc13)CCCc1ccccc1-2 | 0
O=C(CN1C(=O)c2cccc3cccc1c23)N(Cc1ccccc1)Cc1ccccc1 | -10
O=C1C2CC=CCC2C(=O)N1c1ccc(NCCC(c2ccccc2)c2ccccc2)c([N+](=O)[O-])c1 (stereo not drawn) | 4
O=C1C(Cl)=C(Nc2ccccc2)C(=O)N1c1ccccc1N1C(=O)C(Cl)=C(Nc2ccccc2)C1=O | -11
CCOc1ccc2c(c1)C(=O)c1cc(OCC(=O)OC)ccc1-2 | -16
CC1=C(C(=O)OC2CCCCCCC2)C(c2cccc(O)c2)NC(=O)N1 (stereo not drawn) | 0
O=C(Cn1[nH]c(=O)c2ccccc2c1=O)NCc1cccnc1 | 0
CC1CCN(CCCCOc2ccc(Cl)cc2)CC1 | -1
COc1cccc(C2CC(=O)Nc3c2ccc2ccccc32)c1OC (stereo not drawn) | -1

A draw from above in order of SMILES length, rising:
Compound | 14-3-3 PPI
O=C(Cn1[nH]c(=O)c2ccccc2c1=O)NCc1cccnc1 | 0
CCOc1ccc2c(c1)C(=O)c1cc(OCC(=O)OC)ccc1-2 | -16
C=CCOc1cccc(C2c3c(oc4ccccc4c3=O)C(=O)N2c2ccccn2)c1 (stereo not drawn) | 3

Back to the main list with the 3 entries that preceded the break.
Compound | 14-3-3 PPI
O=C(Cn1[nH]c(=O)c2ccccc2c1=O)NCc1cccnc1 | 0
CC1CCN(CCCCOc2ccc(Cl)cc2)CC1 | -1
COc1cccc(C2CC(=O)Nc3c2ccc2ccccc32)c1OC (stereo not drawn) | -1
COC(=O)c1c(NS(=O)(=O)c2ccc(C)cc2)sc(C)c1C | -16
COc1ccc(N2C(=O)C3C4c5ccccc5C(c5ccccc54)C3(C)C2=O)cc1 (stereo not drawn) | 3
O=C(c1ccco1)N1CCN(C(=O)C2CC(c3ccc(F)cc3)=NO2)CC1 (stereo not drawn) | 4
O=C(NC1CCCC1)c1ccc(Cn2c(=O)c3ccccc3n(Cc3ccc(Cl)cc3)c2=O)cc1 | -7
Nc1n[nH]c(-c2ccc(F)cc2)n1 | -2
COc1ccc(Cl)cc1C(=O)CSc1nnnn1C1CCCC1 | 3
CC(C)Oc1ccc(CC2CC(=O)NC2=O)cc1 (stereo not drawn) | -8
CCCCCSc1nc2c(c(=O)[nH]c(=O)n2C)n1C | 0&-1
CCSc1nnc(-c2cccc([N+](=O)[O-])c2)n1C | -2
CC(C(=O)Nc1nncs1)N1C(=O)C2C3C=CC(C3)C2C1=O (stereo not drawn) | 6
COc1ccc2[nH]c3c(=O)n(-c4ccc(Br)cc4)c(=S)[nH]c3c2c1 | -160
C=CCOC(=O)C1=C(C)N=C2SC(C)C(=O)N2C1c1ccc(OC)c(OC)c1 (stereo not drawn) | 0
COc1ccc(-c2cc(C(=O)N3CCCCC3)no2)cc1OC | -3
O=C(Nc1ccc(F)c(F)c1)NC1CCCCC1 | -5
Cn1c(=O)c2c(nc(NCCOCCO)n2Cc2ccccc2Br)n(C)c1=O | -5
C=CCNC(=O)c1cc2c(=O)n3cccc(C)c3nc2n(CCOC)c1=N | -4
CCOC(=O)c1cnc2c(OC)cccc2c1N1CCN(c2ccccn2)CC1 | 4
Cc1ccc(S(=O)(=O)c2cccc(S(=O)(=O)N3CCCCCC3)c2)cc1S(=O)(=O)N1CCCCCC1 | -16
Cc1ccc(CNC(=O)c2cnc3n(c2=O)CCS3)cc1 | -5
CC(=O)c1ccc(NS(=O)(=O)c2cccc(S(=O)(=O)c3ccc(Cl)cc3)c2)cc1 | 2
CCOc1ccccc1OCC(=O)Nc1ccc(N2CCCCC2)cc1 | -41
